High-throughput results: PubChem BioAssay, The Scripps Research Institute Molecular Screening Center
TAAR1 ag = human TAAR1 agonists, primary screen, Fluo-8 calcium fluorescence, CHO RD-HGA16 cells; vehicle wells 0%, saturating PEA agonist 100%; activation, % at 3 µM; actives 0.99% (n = 360,000); AID 624467, 2012;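 active = activation above the mean activation of all test compounds in the run plus 3 SD, cut at about 38% in these data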
Target sequence (Q96RJ0 whole entry, looked up): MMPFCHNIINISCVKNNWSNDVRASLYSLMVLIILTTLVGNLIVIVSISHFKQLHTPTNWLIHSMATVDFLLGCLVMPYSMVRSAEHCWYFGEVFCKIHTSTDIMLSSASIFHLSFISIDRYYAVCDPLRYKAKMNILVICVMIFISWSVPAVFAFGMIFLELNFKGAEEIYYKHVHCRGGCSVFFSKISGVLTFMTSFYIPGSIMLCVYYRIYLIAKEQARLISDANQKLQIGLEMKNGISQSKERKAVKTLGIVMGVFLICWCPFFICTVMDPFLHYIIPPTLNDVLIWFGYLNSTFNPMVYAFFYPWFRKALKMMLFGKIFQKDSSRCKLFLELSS
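Signal – calcium-sensitive Fluo-8 signal, excitation 470-495, emission 515-575 nm · System – RD-HGA16 (CHO) cells co-expressing Gα16 and hTAAR1 · Incubation – 17-24 h seeding, 75 min 37 °C dye, 30 min RT · Compound dosing – 3 µM single concentration · Repeats – no replicates (n 1)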
* hit, by the source's call. The list is partial; count on the stated rates, not on these rows.

SMILES | TAAR1 ag
Cc1cc2c(nc1C)CCCN2S(=O)(=O)c1ccc(C(F)(F)F)cc1 | 1
CCOC(=O)N1CCN(C(=O)C[C@H]2C[C@@]3(C(=O)OC)C(=C[C@H](C(C)(C)C)O[C@@H]3C)N(CCC3=CCCCC3)C2=O)CC1 | -3
C[C@@H]1COc2cc(N3CCCC3)ccc2S(=O)(=O)N1 | -1
COc1ccc(C2CC(=O)C(c3ccc([N+](=O)[O-])cc3)=CN2Cc2ccccc2)cc1 (stereo not given) | 6
O=C(N/N=C/c1ccc([N+](=O)[O-])o1)c1cn(-c2ccccc2)nc1-c1ccc(F)cc1 | 6
CCCCCN(C(=O)CCc1cn(CCCCC)c2ccccc12)c1ccc(Oc2cccnc2)cc1 | -1
C#CCOCCOCCOCCNc1nc(N2CCN(C(=O)C([C@@H](C)CC)n3cc(C(N)COC(=O)C(F)(F)F)nn3)CC2)nc(N2CCN(C(=O)[C@H](Cc3ccc(O)cc3)n3cc(C(N)[C@H](C)CC)nn3)CC2)n1 (stereo not given in full) | 8
COC(=O)[C@]12C[C@H](CC(=O)NCc3ccc(C)o3)C(=O)N(Cc3ccccc3)C1=C[C@H](C(C)C)O[C@@H]2C1CC1 | -1
COCCN1C(=O)[C@H]2C[C@@]13O[C@H](c1ccc(C(F)(F)F)cc1)N=C3C[C@H](c1ccccc1)[C@H]2C | -2
CCOC(=O)/C=c1\s/c(=C\c2sccc2C)c(=O)n1CC(=O)NCc1ccc(C)cc1 | 4
COC(=O)[C@]12C[C@H](CC(=O)NCCCCc3ccccc3)C(=O)N(CCC3=CCCCC3)C1=C[C@H](COCc1ccccc1)O[C@@H]2C | 2
O=C1c2[nH]nc(-c3ccccc3)c2C(c2ccc(F)cc2)N1Cc1ccccc1 (stereo not given) | 6
C[C@@H]1COc2cccc(NCCCN3CCOCC3)c2S(=O)(=O)N1 | 6
Cc1ccc(C)c(-n2nnnc2SCC(=O)c2c(N)n(C)c(=O)n(C)c2=O)c1 | 3
C#CCOCCOCCOCCNc1nc(N2CCN(C(=O)[C@H](CCC(=O)O)n3cc(C(N)CO)nn3)CC2)nc(N2CCN(C(=O)[C@H](Cc3ccc(O)cc3)n3cc(C(N)[C@H](C)CC)nn3)CC2)n1 (stereo not given in full) | 13
O=C1NC(c2ccc(Br)cc2)c2c(-c3ccccc3)n[nH]c21 (stereo not given) | -1
C=CCNc1cccc2c1S(=O)(=O)N[C@H](C)CO2 | 2
OCCC(N1CCOCC1)C(O)(c1ccccc1)c1ccccc1 (stereo not given) | 2
C[C@@H]1ON(C)[C@H]2C[C@H]3c4cc(N5CCOCC5)ccc4CCN3C[C@@H]12 | 2
O=C(N[C@@H](Cc1cccnc1)C(=O)N1CCC[C@H]1C(=O)NC1CCCC1)C1CC1 | 3
O=C(CCCCCn1c(=O)[nH]c2ccccc2c1=O)NC1CCCC1 | 0
COCCn1c(C(=O)N2CCCC2)cc2c1C[C@H]1CN(C(=O)c3ccccc3)[C@@](Cc3ccc(F)cc3)(C(=O)OC)[C@@H]21 | 9
COC(=O)[C@]12C[C@H](CC(=O)NCc3cccs3)C(=O)N(Cc3ccc4c(c3)OCO4)C1=C[C@H](COCc1ccccc1)O[C@@H]2C | 0
COC(=O)[C@]12C[C@H](CC(=O)N3CCN(C(=O)C4CC4)CC3)C(=O)N(Cc3ccc4c(c3)OCO4)C1=C[C@H](COCc1ccccc1)O[C@@H]2C | 0
COc1ccc(OC)c(Nc2nnc(C)c(=O)[nH]2)c1 | 0

Four entries from above, sorted by formula weight, ascending:
SMILES | TAAR1 ag
C=CCNc1cccc2c1S(=O)(=O)N[C@H](C)CO2 | 2
O=C(CCCCCn1c(=O)[nH]c2ccccc2c1=O)NC1CCCC1 | 0
C[C@@H]1COc2cccc(NCCCN3CCOCC3)c2S(=O)(=O)N1 | 6
COC(=O)[C@]12C[C@H](CC(=O)N3CCN(C(=O)C4CC4)CC3)C(=O)N(Cc3ccc4c(c3)OCO4)C1=C[C@H](COCc1ccccc1)O[C@@H]2C | 0

Continued:
SMILES | TAAR1 ag
O=C(NCc1ccccc1)[C@H]1CCCN1C(=O)[C@H]1CCCN1C(=O)c1cccc(F)c1 | 1
CN1CCCCC(NC(=O)c2ccc(F)cc2)C1=O (stereo not given) | 1
CC(C)C[C@H](NC(=O)CC1CCCC1)C(=O)N1CCC[C@H]1C(=O)NCc1ccccc1 | 1
Cc1cc(NC(=O)CN2CCOCC2)n(-c2nc3ccccc3s2)n1 | 10
CC(C)Cn1c(SCC(=O)N2CCCc3ccccc32)nc2ccccc2c1=O | -2
Cc1cnn(C(=O)c2ccccc2Br)c1 | 2
C[C@H](O)[C@@H]1C(=O)N2CCc3c([nH]c4c(-c5ccc6c(c5)OCO6)cccc34)[C@@H]2C[C@@H]1N(C)C(=O)Nc1ccccc1 | 4
C=CC[C@]12C[C@@]3(O[C@H](c4ccccn4)N=C3C[C@H](c3ccc(OC)cc3)[C@H]1C)N(C1CCN(Cc3ccccc3)CC1)C2=O | 2
O=C1c2ccccc2S(=O)(=O)c2cc(N3CCC4(CC3)OCCO4)ccc21 | 16
CCCCCCCCN1C(=O)[C@@H](CC(=O)NCCc2ccccc2OC)C[C@@]2(C(=O)OC)C1=C[C@H](C1CCCC1)O[C@@H]2C | 62*
CC(C)[C@H](NC(=O)c1ccccc1)C(=O)N1CCC[C@H]1C(=O)NCCc1ccccc1Cl | 80*
Cc1cccc(NC(=O)CSc2nnc(NC(=O)c3ccc(S(=O)(=O)N4CCOCC4)cc3)s2)c1C | 0
Cc1cc(NC(=O)Cn2c(=O)n(CCCCC(=O)NC3CCN(Cc4ccccc4)CC3)c(=O)c3ccccc32)n[nH]1 | -1
COC(=O)c1cccc(-n2c(C)cc(O)cc2=O)c1 | 1
C=CCN1C(=O)N/C(=C/c2ccc(N3CCOCC3)o2)C1=O | 4
Cc1[nH]c2ccccc2c1CC(=O)Nc1ccc(Nc2cccnc2)c(-c2ccc(C(C)(C)C)cc2)c1 | -1
O=C(Cn1nnc(N2CCOCC2)n1)NN=Cc1ccccc1Cl | 0
O=[N+]([O-])c1cc(O)c2ncccc2c1 | 2
CCCCCCN(C(=O)CCCCCN1C(=O)NC(c2ccc(-c3ccccc3)cc2)C(C(=O)OCc2ccccc2)=C1C)C(C(=O)NCCCC)c1cccc(C(=O)OC)c1 (stereo not given) | 5
O=C(Cc1ccc(Nc2nc(=S)[nH]c3ccccc23)cc1)NC1CCCCC1 | 1
COC(=O)c1c(-c2ccc(OC)cc2)c2c(c3c4cc(OC)ccc4n(S(=O)(=O)c4ccc(C)cc4)c13)C(=O)N(C)C2 | -1
COC(=O)Cc1nnn2c1[C@H](C)[C@H](c1cccc(OC)c1OC)OCC2 | 3
COC(=O)c1ccc2nc(-c3ccc(Cl)cc3)c(Cc3ccccc3)n2c1 | 0
Cc1ccc2c(c1)-c1ncc(C(=O)c3cc(Br)ccc3O)cc1CO2 | -1
Nc1nc2c(ncn2[C@@H]2O[C@H](C(=O)NCC(c3ccccc3)c3ccccc3)[C@@H](O)[C@H]2O)c(=O)[nH]1 | 1

A stretch of the results above, as a working copy:
SMILES | TAAR1 ag
Cc1cccc(NC(=O)CSc2nnc(NC(=O)c3ccc(S(=O)(=O)N4CCOCC4)cc3)s2)c1C | 0
Cc1cc(NC(=O)Cn2c(=O)n(CCCCC(=O)NC3CCN(Cc4ccccc4)CC3)c(=O)c3ccccc32)n[nH]1 | -1
COC(=O)c1cccc(-n2c(C)cc(O)cc2=O)c1 | 1
C=CCN1C(=O)N/C(=C/c2ccc(N3CCOCC3)o2)C1=O | 4

(continued)
SMILES | TAAR1 ag
CCN(CC)c1ccc2c(Cl)cc(=O)oc2c1 | 7
CCCCCc1nc2c(c3c1CCCC3)CCCC2 | 0
CCCCOCCCNC(=O)C[C@H]1C[C@@]2(C(=O)OC)C(=C[C@H](C(C)C)O[C@@H]2C2CC2)N(Cc2ccccc2)C1=O | -1
CCOC(=O)C1CCCN(CC(=O)c2c[nH]c3ccc(C)cc23)C1 (stereo not given) | 16
O=C(N[C@H](Cc1ccccc1)C(=O)N1CCN(C(=O)N2CCOCC2)CC1)[C@H]1O[C@@H](n2ccc(=O)[nH]c2=O)[C@H](O)[C@@H]1O | 2
Cc1ccc(NCc2nnc(SCC(N)=O)n2CCc2ccccc2)cc1 | 11
C#CCN(C[C@@H]1[C@@H](OC(=O)Nc2cccs2)[C@@H](OC(=O)Nc2cccs2)C[C@H](C(=O)OC)[C@@H]1C(=O)OC)S(=O)(=O)c1ccc(C)cc1 | 1
COc1ccc(CC(NC(C)=O)C(=O)NC2CCN(c3c(Cc4ccccc4)c(C)nc4ncnn34)CC2)cc1OC (stereo not given) | 5
CC(=O)OCC(COC(C)=O)(CN1C(=O)c2ccccc2C1=O)CN1C(=O)c2ccccc2C1=O | 1
O=C(N[C@H](C(=O)N1CCC[C@H]1C(=O)NCc1ccccc1)C1CCCCC1)c1ccc(Cl)cc1Cl | -2
COc1ccc(-c2cc(C(=O)Nc3cc(C)on3)no2)cc1 | 1
O=c1c2ccccc2c(C=Nc2ccc(S(=O)(=O)Nc3ncccn3)cc2)c(O)n1-c1cccc(Cl)c1 | 0
COC(=O)C1=C(C)N(Cc2cccc(C(F)(F)F)c2)C(=NCC2CC2)NC1c1cccc(Cl)c1 (stereo not given) | 72*
Cc1ccc(N(CCC(=O)Nc2nnc(C3CC3)s2)S(=O)(=O)c2ccccc2)cc1 | 4
NC1=NC(c2cn[nH]c2-c2ccc(F)cc2)n2c(nc3ccccc32)N1 (stereo not given) | 1
C[C@@H]1CN([C@@H](C)CO)C(=O)CCCn2nncc2CO[C@H]1CN(C)CC1CCCCC1 | 3
C[C@@H]1ON(C)[C@H]2C[C@H]3c4[nH]c5c(-c6ccc(C(F)(F)F)cc6)cccc5c4CCN3C(=O)[C@@H]12 | 2
COC(=O)c1cc2c(c3c4cc(F)ccc4n(S(=O)(=O)c4cccc(C)c4)c13)C(=O)N(c1ccc(OC)cc1)C2 | -1
CC(=O)C1=C(C)NC(=S)NC1c1ccc(F)cc1 (stereo not given) | 3
COCc1cc(C)nc(OCC(=O)N/N=C/c2ccc(-c3cccc([N+](=O)[O-])c3)o2)c1C#N | 6
N#Cc1ccc(S(=O)(=O)NCC2CCN(C(=O)C(=O)c3cc4ccccc4o3)CC2)cc1 | 6
COc1ccccc1Cc1c(-c2ccccc2)nc2c3ccccc3ccn12 | 1
Cc1nc(N/N=C/c2ccccn2)sc1C | 10
O=S1(=O)c2ccc(Br)cc2OC2CCCN1C2 (stereo not given) | 0
CCN1C(=O)[C@H]2[C@@H](c3ccc(-c4ccc(F)cc4)c(OC)c3)N[C@@](CC(C)C)(C(=O)OC)[C@H]2C1=O | 4
COC(C[C@H]1O[C@@H]1C(=O)COCc1ccccc1)OC | 3
CC1(C)C2CCC1(C)C(OC(=O)CC(=O)O)C2 (stereo not given) | 1
Nc1[nH]c(C(=O)c2ccc(Br)cc2)c(-c2ccncc2)c1C(=O)NCCc1c[nH]c2ccccc12 | 8
CCOC(=O)N(C)[C@H]1C[C@H]2c3cc(-c4ccccc4C)ccc3CCN2C[C@H]1[C@H](C)O | 3
Nc1[nH]c(C(=O)c2ccccc2)c(-c2cc(F)ccc2Br)c1C(=O)NCCc1c[nH]c2ccccc12 | 2
N#Cc1ccc2nc(-c3ccc(CN4CCC5(CC4)CNc4ccccc45)cc3)c(-c3ccccc3)nc2c1 | 0
O=C(CN1C(=O)c2ccccc2C1=O)Nc1nc(-c2cccc([N+](=O)[O-])c2)cs1 | 2
COc1cc(C=NN=c2sc3ccccc3n2C)ccc1OCCO | 7
COc1cc([N+](=O)[O-])ccc1NC(=O)CSc1nc2ccccc2n1-c1ccccc1 | 0
O=C(NCCc1ccccc1Cl)[C@@H]1CCCN1C(=O)[C@@H](NS(=O)(=O)c1ccc(F)cc1F)C1CCCCC1 | 27
O=C(C(=O)N1CCC(CNC(=O)c2cccs2)CC1)c1cc2ccccc2o1 | 0
CC(C)C[C@H]1COc2cc(Br)ccc2S(=O)(=O)N1Cc1ccc(F)cc1F | 3
COCc1[nH]nc2c1C(c1ccc(C)cc1)N(c1ccc(OC)cc1)C2=O (stereo not given) | 0
COc1ccc(N2C(=O)c3[nH]nc(-c4ccccc4)c3C2c2ccc(Br)cc2)cc1 (stereo not given) | 14
CCOc1ccc2[nH]c3c(N4CCC5(CC4)OCCO5)ncnc3c2c1 | 3
Cc1cc(=O)oc2cc(OCC(=O)N3CC(C)OC(C)C3)ccc12 (stereo not given) | 1
COc1ccccc1C(=O)N1CCC2CCNC2C1 (stereo not given) | 1
COc1cccc(C=C2SC(=S)N(Cc3ccco3)C2=O)c1OC | 3
COc1ccc2c(c1)C=C(CN1CCN(C(C)C)C(CCO)C1)CO2 (stereo not given) | 1
COc1ccc(NC(=O)CCC(=O)N(Cc2ccc(OC)c(OC)c2)c2nccs2)cc1 | -1
O=S1(=O)CCSC[C@@H](CNCc2ccco2)N1 | 1
CN1OC[C@@H]2CN(C(=S)Nc3cc(C(F)(F)F)cc(C(F)(F)F)c3)[C@H](c3ccccc3Br)C[C@@H]21 | 0
COc1cccc(/C=C2/Sc3ccc(C(=O)NC4CC4)cc3NC2=O)c1 | 1
C[C@H]1Cn2cnc(C(=O)N3CCN(c4ccccc4)CC3)c2C(=O)N1 | -1
CCOC(=O)c1cnc2c(N=Nc3cccc(Cl)c3)c(N)nn2c1N | 9
O=c1[nH]c(-c2ccccc2)cn1C1CCN(Cc2ccc(-c3nc4ccc(F)cc4nc3-c3ccccc3)cc2)CC1 | 3
COc1ccc(C2NC(=O)N(CCCC(=O)O)C(C)=C2C(=O)OCc2ccccc2)cc1 (stereo not given) | 12
CCn1c(SCC(=O)N/N=C/C=C/c2ccccc2[N+](=O)[O-])nnc1-c1ccc(Cl)cc1 | 4
